NCI-60 one-dose screen, 48 h, at 10 µM unless noted. Numbers give growth in % (100 = growth as untreated, 0 = no growth, -100 = all killed).
HL-60(TB): HL-60(TB) leukemia cells | actives 9% (n = 78,000); active = growth percent below 10
The depositor's hits bear a star; & = joins results of further samples; [ ] = dose if it differs, or a comment. The list is partial; rates above refer to the full screens.

SMILES	HL-60(TB)
CC1CCN(CCCCCOc2ccc3oc4cc(Cl)ccc4c(=O)c3c2)CC1	43.4
CC1(C)NCCC[C@]2(C)[C@H]3C=CC4=C5C[C@](C)(CO)CC[C@]5(C)CC[C@@]4(C)[C@]3(C)CC[C@@H]12	-52.8*[100 µM]
C=CCOC(=O)C1=C(C)NC2=C(C(=O)CCC2)C1c1ccccc1 (configuration not stated)	100.6
CCN(CC)c1ccc2nc3ccc(=[N+](CC)CC)cc-3oc2c1	-12.7*
CC1(C)CC(=O)C2=C(C1)N(c1ccc(OC(F)(F)F)cc1)C(N)=C(C#N)C2c1ccc(Cl)c([N+](=O)[O-])c1 (configuration not stated)	69.1
O=C(O)C(O)C(=O)O	101.5
O=C(O)/C=C\C(=O)Nc1ccc(Cl)cc1Cl	85.6
CC1=CC(C)(C)Nc2ccc(C)cc21	106.2
O=C(Cn1c(=O)ccn(CCCCCOc2ccc(Br)cc2)c1=O)NCc1ccc(Oc2ccccc2)cc1	51.2
CN(Cc1cccc(C(F)(F)F)c1)C(=O)[C@@H](CC(=O)N1CCC(N2CCCCC2)CC1)N1C(=O)[C@@H](N2C(=O)OC[C@@H]2c2ccccc2)[C@H]1/C=C/c1ccccc1	70.1
CC12CCC(=O)C=C1CC(N1CC1)C1C2CCC2(C)C(O)CCC12 (configuration not stated)	89.6
O=C(CCCc1ccccn1)c1cccc2ccccc12	106.2
COC1C(CO)OC(n2cnc3c(=S)nc(N)[nH]c32)C1O (configuration not stated)	80.6
CCN(CC)CCSC(=O)C(O)(c1ccccc1)C1CCCC1 (configuration not stated)	94.0
O=CNc1ccc2ccccc2c1	103.0
CCCCCCCCCCCCCCCC(=O)OCCCCCCCCCC	114.8
O=C(Nc1ccc(OS(=O)(=O)c2ccc(C(F)(F)F)cc2)cc1)c1ccc(Cl)cc1	101.7
O=c1oc2ccccc2cc1-c1csc(N2N=C(c3ccccc3)CC2c2ccc(Cl)cc2)n1 (configuration not stated)	100.2
CC(C(=O)O)c1ccc2c(c1)Cc1ccccc1-2 (configuration not stated)	75.2
CCNc1cc2c(cc1Br)-c1ccccc1C2=O	109.6
CC/C(Cc1ccccc1)=C(/c1ccc(O)cc1)c1ccc(OCCCN(C)C)cc1	67.3
CN(C)S(=O)(=O)C(C)(C)c1ccccc1	65.8
Cc1ccc(S(=O)(=O)N(C)CCN(C)S(=O)(=O)c2ccc(C)cc2)cc1	106.0
Cc1ccc(OCCOCCOCCOCCOCCOc2ccc(C)n(O)c2=S)c(=S)n1O	-16.5*
CCC(=O)OC1CCC2C3CCC4=C(SC(C)=O)C(=O)CCC4(C)C3CCC12C (configuration not stated)	90.5
CC(C)(C)CC(C)(C)n1nnnc1C(NC12CC3CC(CC(C3)C1)C2)c1c2ccccc2cc2ccccc12 (configuration not stated)	95.0
COc1ccc(C2=NN(c3cc(Cl)cc(Cl)c3)C(c3cccc(Nc4ccnc5cc(C(F)(F)F)ccc45)c3)C2)cc1 (configuration not stated)	101.9
O=C1NC(=O)C2(C=C(c3ccccc3)C(O)(c3ccccc3)C2)N1 (configuration not stated)	91.3
COc1cc(/C=C/c2cc(/C=C/c3ccc(O)c(OC)c3)nc(N)n2)ccc1O	3.7*
C/C(=N/O)c1ccc(N2C(=O)c3ccccc3C2=O)cc1	98.6
CCN(CC)CCCC(C)Nc1ccnc2ccc(Oc3ccccc3)cc12 (configuration not stated)	72.6
O=C(O)c1ccccc1N(CCO)CCCl	53.8
O=C1/C(=C/c2ccc(OCCCOc3ccc(Cl)cc3)cc2)N=C2SCCCN12	93.0
NC(=O)c1ccc[n+](Cc2c(Cl)cccc2Cl)c1	117.4&107.0
CC/C(=C(/c1ccc(Cl)cc1)c1ccc(OCCCN(C)C)cc1)c1ccc(OC)cc1	46.2
Cc1cc(=O)c2cccc(C)c2[nH]1	94.9

An excerpt from above in order of molecular weight, rising.
SMILES	HL-60(TB)
Cc1cc(=O)c2cccc(C)c2[nH]1	94.9
O=C(O)c1ccccc1N(CCO)CCCl	53.8
NC(=O)c1ccc[n+](Cc2c(Cl)cccc2Cl)c1	117.4&107.0
O=C1NC(=O)C2(C=C(c3ccccc3)C(O)(c3ccccc3)C2)N1 (configuration not stated)	91.3
CC(C)(C)CC(C)(C)n1nnnc1C(NC12CC3CC(CC(C3)C1)C2)c1c2ccccc2cc2ccccc12 (configuration not stated)	95.0

Going on with the list.
SMILES	HL-60(TB)
CC(NNC(=S)N1CCCCCC1)c1ccc2ccccc2n1 (configuration not stated)	28.8
O=C1C2CCCN2C(=O)c2ccccc2N1Cc1cn(-c2ccc(F)cc2)nn1 (configuration not stated)	97.4
Cc1sc2nc(N3CCNCC3)[nH]c(=O)c2c1C	100.8
OC(c1ccccc1)(C(F)(F)Cl)C(F)(F)Cl	92.2
CCOC(=O)/C=C/c1c(C)[nH]c(=O)[nH]c1=O	75.3
Fc1ccccc1-c1nc(-c2nc3ccc(Cl)cc3[nH]2)c2ccccn12	80.4
N#C/C(=C1\SCCCN1c1ccccc1)c1nc2ccccc2s1	97.3
Brc1c(-c2ccncc2)nc2n1CCS2	44.4
CCCCCN(CCCCC)CCCCCCCCCN1CCCc2cc(OC)ccc21	73.7
COc1ccc2oc(=O)cc(-c3nc(-c4ccccc4)c(-c4ccccc4)n3S(=O)(=O)c3ccc(C)cc3)c2c1	121.7
COc1ccc(-c2nc3cc(-c4nnc(C)o4)ccc3n2C2CCCCC2)cc1	106.1
CC(NC(=O)CCl)c1ccccc1 (configuration not stated)	83.4

Rewritten as labelled records: part of the list above
Fc1ccccc1-c1nc(-c2nc3ccc(Cl)cc3[nH]2)c2ccccn12
  HL-60(TB): 80.4

N#C/C(=C1\SCCCN1c1ccccc1)c1nc2ccccc2s1
  HL-60(TB): 97.3

Brc1c(-c2ccncc2)nc2n1CCS2
  HL-60(TB): 44.4

CCCCCN(CCCCC)CCCCCCCCCN1CCCc2cc(OC)ccc21
  HL-60(TB): 73.7

(continued)
SMILES	HL-60(TB)
CCCC1(c2ccccc2)NC(=O)N(CC(=O)NCC(=O)Nc2ccc(F)c(F)c2F)C1=O (configuration not stated)	79.5
N#Cc1c(N)nc2c(nnn2-c2ccc(Cl)cc2)c1N	96.5
COc1cc(/C=C2\Oc3cc(OCCN4CCCCC4)ccc3C2=O)cc(OC)c1OC	91.8
CCOC(=O)/C=C/c1cccc2c1C(=O)NC(C)(c1cc3cc(Cl)ccc3oc1=O)N2 (configuration not stated)	2.4*
COc1cc(Cl)cc(-c2nn(-c3cccc(NC(=O)c4ccc(N5CCOCC5)c(C(F)(F)F)c4)c3)cc2-c2ccncc2)c1	2.7*
CC(C)c1ccccn1	99.6
CCCCCCC(CC#N)(CCC)CCCC (configuration not stated)	111.9
CCCCC[n+]1ccc(SCC(=O)N(C)c2ccc(OC(F)(F)F)cc2)c2ccccc21	93.3
C/C(=N\Nc1ncc(C#N)c(N)n1)c1ccc(C)cc1	90.2
Cc1cc2cc3c(=O)[nH]c(=O)nc-3n(CC(O)C(O)C(O)CO)c2cc1C (configuration not stated)	53.8
O=S(=O)(Nc1cccc(-n2cnc3cc(-c4ccc(O)cc4)ccc32)c1)C1CC1	-19.9*
COc1ccc(C2c3sc(=O)[nH]c3SCC2CO)cc1 (configuration not stated)	71.2
COc1ccc(/C=N/C2=C(C#N)C(c3ccc(N(C)C)cc3)c3ccc4ccccc4c3O2)cc1 (configuration not stated)	19.6
O=C(O)c1ccc(-n2cc(CNc3ccc(F)cc3)c(-c3cc(C(F)(F)F)cc(C(F)(F)F)c3)n2)cc1	54.1
CCCC/C(CC)=N\NS(=O)(=O)c1ccc([N+](=O)[O-])cc1	92.2
Clc1ccc2c(c1)NC1(CCSc3ccccc31)n1nccc1-2 (configuration not stated)	97.4
Nc1ccc(N=Nc2ccccc2)cc1	74.2
CC1=C(C)C[C@@]2(Cc3c(ccc4ccccc34)C2=O)S(=O)C1 (some centres not stated)	98.4
N#CCC1=CCCCC1	117.0
CCCn1c(=S)sc2c(NCc3ccc(Cl)cc3Cl)nc(C)nc21	54.7
O=[N+]([O-])O[C@H]1CO[C@H]2[C@@H]1OC[C@H]2O[N+](=O)[O-]	98.1&101.4
Clc1ccccc1C1Nc2ccccc2-n2cccc21 (configuration not stated)	84.3
O=[N+]([O-])c1ccc(-c2nc(-c3ccccc3)c(-c3ccccc3)n2-c2ccc(S(=O)(=O)Nc3ncccn3)cc2)cc1	38.2
COc1cc(C2NC(=O)c3ccccc3N2)ccc1OCCCCCOc1c(OC)cc(C2=NOC(c3cc(OC)c(OC)c(OC)c3)C2)cc1OC (configuration not stated)	68.3

Further results.
molecule | HL-60(TB)
CCCCCCCCOP(OCCCCCCCC)OCCCCCCCC | 83.0
C=C1CC[C@H]2[C@@](C)(CCC3OC(c4ccc(OCc5cn(CC6OC(OC(=O)c7ccccc7)C(OC(=O)c7ccccc7)C(OC(=O)c7ccccc7)C6OC(=O)c6ccccc6)nn5)cc4)OC[C@]32C)[C@@H]1/C=C/C1=CCOC1=O (some centres not stated) | 110.3
CSc1n[nH]c2nc(-c3ccc(C)cc3)[nH]c(=O)c12 | 98.9
O=C1/C(=C\c2cccn2CCCCCn2c3ccccc3c(=O)c3ccccc32)c2ccccc2N1c1c(Cl)cccc1Cl | 96.8
O=C(c1cc[n+](CCc2ccccc2)cc1)N1CCOCC1 | 49.1
CN1CCC(c2c[nH]c3ccccc23)C1 (configuration not stated) | 104.3
CN1CCN(c2ccc3nc(-c4ccc5nc(-c6ccc(O)cc6)[nH]c5c4)[nH]c3c2)CC1 | 40.9
COc1cc(-c2nc(SC(C)C)nc(N3CCOCC3)c2C#N)cc(OC)c1OC | 74.0
C#CCOC(=O)CCC(=O)OCC#C | 96.9
Nc1ccc(NC(=O)c2ccccc2-c2ccccc2C(=O)O)cc1 | 64.3
COc1ccc(/C(=N/O)c2cc(F)c(F)c(OC)c2F)cc1O | -5.2*
Cc1ccc([N+]2=NOC(=O)C2S(=O)(=O)Nc2ccc(-n3c(-c4cccc(Br)c4)nc4ccccc4c3=O)cc2)cc1 (configuration not stated) | 68.0
Cc1nc2nc(SCC(=O)Nc3cccc(F)c3)[nH]c(=O)c2nc1C | 102.9
NSc1ccccc1[N+](=O)[O-] | 103.3
O=C1NC(=O)C2C3OC(C(Br)C3Br)C12 (configuration not stated) | 94.1&101.2
Cn1c(SCC(=O)c2cccs2)nc2ccccc2c1=O | 91.8
COC1=C(OC)C(=O)C(N(C)C)=C(CO)C1=O | 102.6
CC1(C)O[C@@H](COS(N)(=O)=O)[C@H](c2ccccc2Cl)O1 | 103.1
C=CCNC(=S)Nc1c(N)n(C)c(=O)n(C)c1=O | 93.8
COc1ccc(-c2csc(-n3[nH]c(=O)ccc3=O)n2)cc1 | 96.7
Cc1ccc(-c2csc(N/N=C/c3nc4ccccc4n3C3CC3)n2)cc1 | 7.3*
OC(c1ccc(Cl)cc1)(c1ccc(Cl)cc1)C(F)(Cl)Cl | 97.4
CN1C(=O)N(C)C2NC(N/N=C/c3ccccc3)=NC21 (configuration not stated) | 99.6
CCCS(=O)(=O)N1CCCC(C(=O)Nc2nc3ccc(NC(=O)c4ccc(F)c(OC)c4F)cc3s2)C1 (configuration not stated) | 27.3
CCSc1nnc(Nc2ccc(C(C)C)cc2)s1 | 48.8
c1ccc(-c2noc(CSc3nc4ccccc4s3)n2)cc1 | 106.0
COC(=O)C1NC(=S)N(c2ccc(Cl)cc2)C1/C=C/c1ccccc1 (configuration not stated) | 92.8
COc1ccc(C(CC(N)=O)C(=O)O)cc1 (configuration not stated) | 106.0
CCCCN(C=S)CCCC | 103.7
CC(c1ccccc1)N1CSc2nc3ccccc3n2C1 (configuration not stated) | 108.2
C=CCN=C(N)SCCCCCCSC(N)=NCC=C | 75.8
CCOc1c(F)ccc2c(NC)nc(SCC)nc12 | 95.0
CC(C)(CO)C(O)C(=O)NCCC(=O)NCCSSCCNC(=O)CCNC(=O)C(O)C(C)(C)CO (configuration not stated) | 92.8
CCCCN(CCC)CCCCCCCCCCN1CCCc2ccccc21 | 42.2
Cc1ccc2c(c1)C(=O)C(c1c(-c3[nH]c(=O)c4ccc(C)cc4c3O)c(O)c3ccccc3c1O)=NC2=O | 8.9*
C[C@]12CC[C@H]3[C@@H](C[C@@H]4SC(Nc5ccccc5)=N[C@@]45CC(O)CC[C@]35C)[C@@H]1CCC2O (some centres not stated) | 15.7
N#CCc1nc2c3c4c(sc3ncn2n1)CCCC4 | 98.5
Cn1cnc([N+](=O)[O-])c1S(=O)(=O)Oc1ccccc1 | 54.3
O=C1NC(=O)/C(=C2\CCOC2=O)N1 | 101.5
COc1ccc(C2=C(c3cc(OC)c(OC)c(OC)c3)C(=O)CC2)cc1 | 11.1
COc1cc(-c2cc(-c3ccc(Cl)cc3)[nH]c(=O)c2C#N)cc(OC)c1OC | 117.5
C=C1C[C@H]2C[C@H](C)[C@H]3CC[C@H](C)C(C(=O)OCC)=C3C(=O)[C@@]2(C)C1 | 99.6
NS(=O)(=O)c1ccc(-n2cc(/C=C/C(=O)c3ccccc3Cl)c(-c3ccc(OCc4ccccc4)cc3)n2)cc1 | 94.9
Cc1ccc(OCC(O)COc2ccc(C)cc2)cc1 | 87.0
CC1(C)[C@H](O)CC[C@]2(C)[C@@H]1CC[C@]13C=C(CO)[C@H](CC[C@H]12)C3 | 34.0
COc1ccc(N/C=C/C(=O)c2ccc3c(c2)Nc2ccccc2S3)c(OC)c1 | 80.3
CC(c1ccccc1)C(OC(=O)c1cccc([N+](=O)[O-])c1C(=O)O)c1ccccc1 (configuration not stated) | 111.8
O=C(O)c1ccc(-n2cc(CNc3ccc(Br)cc3)c(-c3ccc(F)cc3)n2)cc1 | 93.9
CC(C)Cn1cnc2c(SCc3ccccc3Cl)nc(N)nc21 | 61.1

As a working copy, 2 of the compounds above:
molecule | HL-60(TB)
CC1CCN(CCCCCOc2ccc3oc4cc(Cl)ccc4c(=O)c3c2)CC1 | 43.4
CC1(C)NCCC[C@]2(C)[C@H]3C=CC4=C5C[C@](C)(CO)CC[C@]5(C)CC[C@@]4(C)[C@]3(C)CC[C@@H]12 | -52.8*[100 µM]
